Screening data as filed in PubChem BioAssay.
NCI-60 one-dose screen, 48 h, at 10 µM unless noted. Numbers give growth in % (100 = growth as untreated, 0 = no growth, -100 = all killed).
786-0 – 786-0 renal cancer cells; 81,000 compounds, 5.1% hits; AID 1794775
IGROV1 – IGROV1 ovarian cancer; 79,000 compounds, 4.7% hits; AID 1794786
UO-31 – UO-31 renal cancer. 81,000 compounds, 5.2% hits
ACHN – ACHN renal cancer; 81,000 compounds, 4.9% hits
TK-10 – TK-10 renal cancer cells; 81,000 compounds, 3.9% hits
SK-OV-3 – SK-OV-3 ovarian cancer cells; 80,000 compounds, 3.2% hits
SN12C – SN12C renal cancer cells | 81,000 compounds, 3.8% hits | AID 1794767
RXF 393 – RXF 393 renal cancer cells; AID 1794773; 77,000 compounds, 6.9% hits
Active calls of the source: *; x = no result given; & = joins results of further samples; ! = not active in a repeat. The calls were made as follows: active = growth percent below 10; inactive = the rest.

SMILES	786-0	IGROV1	UO-31	ACHN	TK-10	SK-OV-3	SN12C	RXF 393
O=P(Cc1ccccc1)(Cc1ccccc1)c1ccccc1	98&97	99&104	78&82	102&105	91&98	103&95	103&98	126&96
CC(=O)c1ccc2c(N)c(C(=O)Nc3ccc(C(F)(F)F)cc3)sc2n1	78	94	74	66	67	89	73	86
CCOC(=O)c1cc(-c2cccc(Cl)c2)nc2ccccc12	89	89	95	116	93	98	92	96
COc1cccc(/C=C/c2c(C(=O)c3ccccc3)c(C)nc3ccccc23)c1	97	78	65	92	108	106	90	109
C/C=C/C(=O)Nc1ccc(Cl)c(Cl)c1	97	87	79	102	111	114	94	104
CCOC(=O)CSc1nc2ccccc2c(=O)n1CCc1ccc(S(N)(=O)=O)cc1	104	104	84	104	91	105	104	114
NS(=O)(=O)c1ccc(C(=O)N/N=C(\CS(=O)(=O)c2ccccc2)c2cc3cc(Br)ccc3o2)cc1	101	93	101	99	107	x	89	75
Oc1ccc(CSc2nnc(-c3cnccn3)o2)c2cccnc12	24	23	6.7*	0.5*	35	9.1*	7.4*	21
COC(=O)C(CC(=O)c1ccc(Cl)cc1)c1ccccc1 (centres undefined)	99	89	72	107	102	116	100	116
C=C1CC[C@@H]2[C@](C)(COC(C)=O)[C@H](OC(C)=O)CC[C@@]2(C)[C@@H]1CC(NCc1ccccc1)C1=CCOC1=O (some centres undefined)	71	63	29	46	x	79	58	74
O=C(O)c1ccc(OCCOc2ccccc2)cc1	92	112	93	102	84	105	114	103
CC(=O)Nc1cc(NC(C)=O)ncn1	99	106	114	101	114	107	109	115
COC(=O)[C@@]1(C)CC[C@]2(C)CC[C@]3(C)C(=CC(=O)[C@@H]4[C@@]5(C)CC[C@H](OC6C[C@@H](O)[C@@H](O)C(O)O6)C(C)(C)[C@@H]5CC[C@]43C)[C@@H]2C1 (some centres undefined)	66	43	83	61	126	100	65	40
NS(=O)(=O)c1ccc(N2C(=O)/C(=C/c3coc4ccccc4c3=O)N=C2c2ccc(Cl)cc2)cc1	93	101	91	99	147	109	100	x
N=c1sc(Cc2ccc(Cl)cc2)cn1CC(=O)c1ccc(F)cc1	87	78	58	47	67	107	87	82
COc1cccc(/C=C2\Cc3cc4c(cc3C2=O)OCO4)c1OC	76	89	87	102	115	95	91	95
Cc1[nH]nc2c1C(c1cc3ccc(Cl)cc3nc1Cl)C(C#N)=C(N)O2 (centres undefined)	95	91	81	97	124	94	90	119
Cc1cc2ccccc2cn1	111&105	144	83&83	102&107	93&103	103&108	104&94	104
Cc1c(N)c(C)c(Br)c(C)c1N	97	96	71	93	121	100	102	114
OC(CNc1ccnc2cc(Cl)ccc12)CNC1CCCCC1 (centres undefined)	88	103	61	82	96	85	86	33
C=CCn1c(SCC(=O)Nc2cccc(C(=O)/C=C/c3ccc(Br)cc3)c2)nc2ccccc2c1=O	98	94	71	84	102	108	89	71
COc1ccc(/C=C(\c2cc(OC)c(OC)c(OC)c2)c2nnc(-c3ccccc3)o2)cc1	87	65	51	90	112	98	87	79
Oc1ccc2c(c1)c1ccccc1c1ncccc21	95	78	51	91	103	87	89	83
COc1ccc(CCN2CCCn3c2nc2c3c(=O)n(C)c(=O)n2C)cc1	95	108	98	97	110	101	100	116
Nc1ccc2c(c1)[nH]c(=O)c1cc(N)ccc12	105&118	116&116	93&91	102&99	117	105&105	96&89	102&107
O=C1c2cccnc2C(=O)c2c1c(C(=O)OCCc1ccccn1)c1ccccn21	-63*	-0.7*	-49*	-49*	-44*	-67*	-33*	-47*
CC(=O)Nc1cccc(-n2c(COc3ccc(I)cc3)nc3ccccc32)c1	109&101	113&86	-67*!	-78*!	104&102	111&97	111&96	107&81
CC[C@]12C=CCN3CC[C@@]4(c5cc(NC(=O)CCC(=O)OCc6cn(Cc7ccc(F)cc7)nn6)c(OC)cc5N(C)[C@H]4[C@@](O)(C(=O)OC)[C@@H]1OC(C)=O)[C@@H]32	96	108	86	101	94	91	96	103
NC(=O)c1cccc(-c2cc(C(N)=O)ccc2Cl)c1	49	49	46	36	51	89	50	x
COc1ccc2c(C3=C(c4c[nH]c5ccccc45)C(=O)N(O)C3=O)coc2c1	94	77	58	94	144	86	101	105
C=C(C/C=C(\C)C(=O)N[C@H](C(=O)N1CCCC1c1nccs1)C(C)C)Cc1ccccc1 (some centres undefined)	94	105	83	99	91	92	99	114
O=C(NC(=S)Nc1cc(-c2cccs2)[nH]n1)c1ccco1	91	107	80	99	91	94	91	80
CCN1C(=O)N(CC)C2C1NN=C1SC(c3ccccc3)=CC(=O)N12 (centres undefined)	38	41	43	45	63	42	37	-11*
CN1CCN(c2ccc3c4c(cccc24)C(=O)N(N2C(=O)c4cccc5cccc(c45)C2=O)C3=O)CC1	99	99	80	96	114	100	99	102
CC1CN(CCCO)CCN1 (centres undefined)	100	59	93	111	117	116	95	113
O=[N+]([O-])c1ccc(OCCCCCCOc2ccc([N+](=O)[O-])cc2)cc1	83	76	65	93	83	86	x	102

Some of the entries so far, with values under each structure.
Results follow in this order: 786-0, IGROV1, UO-31, ACHN, TK-10, SK-OV-3, SN12C, RXF 393
- NC(=O)c1cccc(-c2cc(C(N)=O)ccc2Cl)c1
 : 49, 49, 46, 36, 51, 89, 50, x
- C=C(C/C=C(\C)C(=O)N[C@H](C(=O)N1CCCC1c1nccs1)C(C)C)Cc1ccccc1 (some centres undefined)
 : 94, 105, 83, 99, 91, 92, 99, 114

Returning to the listing, starting 5 compounds before the break.
SMILES	786-0	IGROV1	UO-31	ACHN	TK-10	SK-OV-3	SN12C	RXF 393
O=C(NC(=S)Nc1cc(-c2cccs2)[nH]n1)c1ccco1	91	107	80	99	91	94	91	80
CCN1C(=O)N(CC)C2C1NN=C1SC(c3ccccc3)=CC(=O)N12 (centres undefined)	38	41	43	45	63	42	37	-11*
CN1CCN(c2ccc3c4c(cccc24)C(=O)N(N2C(=O)c4cccc5cccc(c45)C2=O)C3=O)CC1	99	99	80	96	114	100	99	102
CC1CN(CCCO)CCN1 (centres undefined)	100	59	93	111	117	116	95	113
O=[N+]([O-])c1ccc(OCCCCCCOc2ccc([N+](=O)[O-])cc2)cc1	83	76	65	93	83	86	x	102
O=C(NNc1nc2cc(F)cc(F)c2n2cccc12)c1ncccn1	0.5*	14	16	9.5*	26	x	16	33
N#CC12C(=O)NC(=O)C1(C#N)C21CCCC1 (centres undefined)	106	98	83	103	98	101	97	109
CCc1c(N)nc(N)nc1Cl	102	101	114	108	114	110	111	130
O=C1NCC(c2ccccc2)(c2ccccc2)C(=O)N1	109	138	94	111	113	117	96	107
CCCN[C@H]1CCc2nc(N)sc2C1	116	103	91	97	125	99	104	114
CNC1(C(N)=O)CCN(Cc2ccccc2)CC1	101	102	88	102	99	115	98	x
CNc1c(NC)n(C)c(=O)n(C)c1=O	97	72	96	114	100	99	122	x
CCOC(=O)C/C(O)=C(/C=N/C(=S)NNC(C)=O)C(=O)OCC	102	108	85	108	98	108	100	111
